Compound activity from PubChem.
GLD-1 TGE inh – GLD-1-TGE RNA interaction inhibition (C. elegans); purified GLD-1 + fluorescein TGE RNA, fluorescence polarization; inhibition, % at 5.96 µM; hit rate 0.44% among 320,000; AID 2280;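 active = percent inhibition above a per-plate cutoff, the plate mean of test compounds plus 3 SD, cut at about 30% in these data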;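 note: 0% = DMSO wells with GLD-1 and probe and 100% = wells lacking GLD-1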
Target sequence (Q17339 whole entry, looked up): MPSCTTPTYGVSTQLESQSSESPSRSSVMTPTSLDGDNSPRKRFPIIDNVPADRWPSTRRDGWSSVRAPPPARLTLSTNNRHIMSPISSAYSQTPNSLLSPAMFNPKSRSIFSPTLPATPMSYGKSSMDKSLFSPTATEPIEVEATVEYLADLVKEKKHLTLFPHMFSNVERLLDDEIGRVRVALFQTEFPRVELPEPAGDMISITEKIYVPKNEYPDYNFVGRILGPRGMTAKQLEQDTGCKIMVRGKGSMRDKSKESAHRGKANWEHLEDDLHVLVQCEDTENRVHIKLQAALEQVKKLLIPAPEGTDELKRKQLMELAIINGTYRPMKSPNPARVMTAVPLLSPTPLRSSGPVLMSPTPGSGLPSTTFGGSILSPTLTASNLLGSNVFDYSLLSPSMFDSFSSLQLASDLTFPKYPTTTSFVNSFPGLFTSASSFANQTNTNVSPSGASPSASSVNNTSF
AGP1-GFP MLPCN – modulators of TOR pathway AGP1-GFP in S. cerevisiae; S. cerevisiae AGP1-GFP multiplex flow cytometry, 3 h; GFP as percent of DMSO wells; GFP response vs DMSO, % at 10 µM; hit rate 0.02% among 320,000; AID 2066;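 active = GFP response relative to DMSO above a set limit, near screen average plus 3 SD, cut at about 150% in these data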;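 note: median GFP channel fluorescence of the gated AGP1 strain per well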
Bcl-xL primary – Bcl-xL (human) inhibition; Q07817; GST-Bcl-xL / FITC-Bim BH3 peptide fluorescence polarization; inhibition, % at 10.9 µM; hit rate 0.7% among 320,000; AID 2129;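 active = inhibition above the mean of all tested compounds plus 3 SD, cutoff set per campaign, cut at about 30% in these data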;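 note: 0% = DMSO wells and 100% = unlabeled Bim-BH3 peptide competitor; inhibitors lower millipolarization by displacing the labeled peptide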
Target sequence (Q07817 whole entry, looked up): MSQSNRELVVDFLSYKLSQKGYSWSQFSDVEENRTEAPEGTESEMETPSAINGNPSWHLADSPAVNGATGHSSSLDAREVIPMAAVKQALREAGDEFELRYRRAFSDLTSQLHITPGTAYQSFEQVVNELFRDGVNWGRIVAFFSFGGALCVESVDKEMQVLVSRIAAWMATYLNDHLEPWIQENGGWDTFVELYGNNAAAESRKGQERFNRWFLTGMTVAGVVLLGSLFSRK
GRK2 inh – human GRK2 inhibition via aptamer displacement; P25098; bead flow cytometry, FAM-aptamer displacement from GRK2; inhibition of aptamer binding, % at 10 µM; hit rate 0.59% among 330,000; AID 488847;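 active = inhibition of aptamer binding above 40%, roughly 3 SD of noise, on plates passing a quality check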;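 note: median bead fluorescence of bound FAM aptamer so fluorescent compounds give negative values; no value below 0 was filed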
CIT2-GFP yeast – modulators of TOR pathway CIT2-GFP in S. cerevisiae; S. cerevisiae CIT2-GFP strain, flow cytometry, 3 h; 100 means same as DMSO wells; GFP response vs DMSO, % at 10 µM; hit rate 0.065% among 320,000;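 active = GFP response relative to DMSO above a set limit, near the screen mean plus 3 SD, cut at about 150% in these data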;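 note: ratio of well median GFP fluorescence to mean of DMSO wells on the plate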
VLA-4 inh – inhibition in a human VLA-4 binding assay; inhibition, % (about 7 µM as worked out from the volumes in the protocol); P13612; AID 2557; hit rate 0.2% among 330,000; VLA-4 expressing cells, ligand binding flow cytometry; in the data active = inhibition above about 50%
MEX-5 binding – C. elegans MEX-5 TCR-2 RNA binding activity; Q9XUB2; MEX-5/FITC-TCR2 RNA binding, fluorescence polarization; hits give low values; activity score (negative = inhibition of binding), % at 10 µM; hit rate 0.38% among 300,000;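 active = inhibition past about -25% in most replicates, and total fluorescence under double the plate's negative control median, limit read from the data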;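 note: 0% = DMSO and -100% = 5 µM competing unlabeled TCR2 RNA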
CR mimetic SO – lowers age-related superoxide in aged yeast cells; superoxide response (% of plate mean), % at 10 µM; S. cerevisiae aged cells, superoxide DHE fluorescence; hits give low values; AID 2690; hit rate 0.18% among 330,000;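 active = superoxide response under a set limit, about three screen SD below normal, cut at about 65% in these data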;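 note: yeast aged for seven days with compound at 30 °C before DHE staining; 100% = average MFI of all compound-treated wells on the plate with controls excluded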
MCL1-BIM inh – MCL1-BIM-BH3 interaction inhibition (human) | Q07820 | GST-MCL1 / FITC-Bim-BH3 fluorescence polarization | inhibition, % at 10.9 µM | hit rate 0.68% among 320,000;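 active = inhibition above the mean inhibition of all tested compounds plus 3 SD, set per campaign, cut at about 40% in these data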;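 note: 0% = DMSO wells and 100% = unlabeled Bim-BH3 peptide control; higher means more loss of mP so more displacement of Bim peptide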
Numbers without * were called inactive; · = not tested or not shown.

cpd	smiles	GLD-1 TGE inh	AGP1-GFP MLPCN	Bcl-xL primary	GRK2 inh	CIT2-GFP yeast
1	CCN(CC)S(=O)(=O)c1ccc(/C=C/C(=O)OCC#N)cc1	4	95	1	1	·
2	O=C(N/C(=C/c1cccnc1)C(=O)N1CCOCC1)c1ccccc1	2	96	3	1	93
3	O=C(/C=C/c1cccs1)N1CCCC1	3	100	2	3	94
4	Cc1sc2nc(C3CC3)nc(SCC(=O)N3CCCc4ccccc43)c2c1C	5	97	7	2	99
5	Cc1csc(NC(=S)Nc2cccc(Cl)c2)n1	5	90	10	1	88
6	C#CCOC(=O)/C(=C/C=C/c1ccccc1)NC(=O)c1ccccc1	3	103	8	5	107
7	O=C(Nc1ncc(Cl)cc1Cl)c1c(F)cccc1Cl	5	103	8	4	101
8	CC(C)(C)c1ccc(/C=C2\Oc3cc(O)ccc3C2=O)cc1	17	104	6	0	103
9	CCN1CCN(C(=O)c2ccc(CS(=O)Cc3ccc(C)cc3)o2)CC1 (centres undefined)	-7	101	2	0	105
10	CCCS(=O)(=O)N1CCCC(C(=O)Oc2ccc(OC)cc2)C1 (centres undefined)	-1	82	-3	0	81

cpd	VLA-4 inh	MEX-5 binding	CR mimetic SO	MCL1-BIM inh
1	14	3.1	96	-5
2	9	-0.7	105	4
3	17	0.1	102	-1
4	38	-1.7	95	10
5	-9	-2.9	107	14
6	5	0.1	88	3
7	12	1.2	97	-2
8	-3	-27*	114	-4
9	9	-2.4	108	6
10	5	0.3	108	-1

3 entries already listed, sorted by the value under MEX-5 binding, low to high.
| nr | Compound | MEX-5 binding |
| --- | --- | --- |
| 2 | O=C(N/C(=C/c1cccnc1)C(=O)N1CCOCC1)c1ccccc1 | -0.7 |
| 7 | O=C(Nc1ncc(Cl)cc1Cl)c1c(F)cccc1Cl | 1.2 |
| 1 | CCN(CC)S(=O)(=O)c1ccc(/C=C/C(=O)OCC#N)cc1 | 3.1 |

(list continues)
cpd	smiles	GLD-1 TGE inh	AGP1-GFP MLPCN	Bcl-xL primary	GRK2 inh	CIT2-GFP yeast
11	COC(=O)C1=C(C)NC2=C(C(=O)CCC2)C1c1cn(Cc2ccc(Br)cc2)nc1-c1ccccc1 (centres undefined)	-4	98	4	0	89
12	COc1cc(Br)c(Br)cc1N	-4	105	2	0	92
13	O=C(CSc1n[nH]c(=O)n1C1CC1)NCc1ccccc1	1	102	6	2	101
14	CCc1cccc(NC(=O)C2CCCN2S(=O)(=O)c2cccc3cccnc23)c1 (centres undefined)	-10	95	3	8	96
15	Cc1ccc(NC(=O)C(Cc2ccccc2)NC(=O)OCc2ccccc2)cc1C (centres undefined)	4	106	3	7	109
16	O=C(c1cnccn1)N1CCN(c2ccccc2F)CC1	0	99	1	0	97
17	O=C(Nc1nnc(Cc2ccccc2F)s1)Nc1ccccc1F	-2	105	1	1	109
18	Cc1ccc(-c2nc(CS(=O)CC(=O)NC3CCC(C)CC3)c(C)o2)cc1 (centres undefined)	2	97	3	3	90
19	O=C(Cc1ccccc1[N+](=O)[O-])OCc1cccc([N+](=O)[O-])c1	2	98	4	0	104
20	CC12CC3CC(C)(C1)CC(C(=O)Nc1nn[nH]n1)(C3)C2	1	103	-3	1	106

cpd	VLA-4 inh	MEX-5 binding	CR mimetic SO	MCL1-BIM inh
11	1	0.5	102	5
12	-5	-0.1	93	0
13	-2	-1.5	110	2
14	1	1.4	91	-1
15	-10	0.1	94	3
16	13	1.2	117	2
17	14	-1.8	96	2
18	5	1.5	104	2
19	2	-2.7	115	1
20	1	1.2	92	-1

(listing goes on)
cpd	smiles	GLD-1 TGE inh	AGP1-GFP MLPCN	Bcl-xL primary	GRK2 inh	CIT2-GFP yeast
21	COc1ccc(OC)c(S(=O)(=O)NCCO)c1	11	93	2	0	89
22	C=C(C)COc1ccc2oc(C)c(C(=O)OCCOC)c2c1	2	102	-1	3	87
23	COC(=O)c1sccc1NC(=O)CSc1nnnn1-c1ccccc1F	1	104	5	3	97
24	O=C(O)c1csc(Cc2ccccc2)n1	-1	105	6	1	115
25	CC(=O)Nc1ccc(CC#N)cc1	6	100	8	0	94
26	CCc1ccc(NC(=O)CSc2nc3ccsc3c(=O)n2CCC(=O)O)cc1	-9	101	0	0	99
27	O=c1c2cc(F)ccc2[nH]c(=S)n1Cc1ccc(F)cc1	-7	98	-3	0	101
28	Cc1ccc2nc(C)c3c(c2c1)N(c1ccccc1)CC3	2	100	11	4	92
29	O=C(Nc1cccc2cccnc12)c1cccnc1	6	87	-2	1	103
30	O=C(Nc1cccc2c1CCCC2)c1ccccc1Cl	5	98	7	0	95

cpd	VLA-4 inh	MEX-5 binding	CR mimetic SO	MCL1-BIM inh
21	9	-2.8	96	2
22	-49	-1.6	113	1
23	5	-1.0	100	5
24	-6	1.0	104	2
25	-7	-0.5	97	3
26	3	1.4	88	-6
27	-6	1.6	118	-4
28	0	2.9	118	7
29	6	0.9	147	-1
30	20	-0.2	97	5

Just MCL1-BIM inh, CR mimetic SO and VLA-4 inh, for 2 of the compounds above:
entry	SMILES	MCL1-BIM inh	CR mimetic SO	VLA-4 inh
5	Cc1csc(NC(=S)Nc2cccc(Cl)c2)n1	14	107	-9
18	Cc1ccc(-c2nc(CS(=O)CC(=O)NC3CCC(C)CC3)c(C)o2)cc1 (centres undefined)	2	104	5

Other compounds:
cpd	smiles	GLD-1 TGE inh	AGP1-GFP MLPCN	Bcl-xL primary	GRK2 inh	CIT2-GFP yeast
31	Cc1ccc(N=Nc2c(C)[nH]n(C(N)=S)c2=O)cc1C	4	93	1	0	105
32	O=S(=O)(Nc1ccc(O)c(Sc2nc3ccccc3s2)c1)c1ccc(Cl)cc1	2	97	3	3	112
33	CCN1CCCC1CN(Cc1cc2ccc(C)cc2[nH]c1=O)C(=S)Nc1cccc(OC)c1 (centres undefined)	-4	110	2	0	109
34	CC[N+](CC)(CC)C/C(N)=N/O	0	104	2	0	102
35	COc1ccc(Cc2nc(-c3cccs3)no2)cc1OC	3	101	0	4	102
36	O=C(CC1S/C(=N\S(=O)(=O)c2ccc(F)cc2)N(c2ccccc2)C1=O)Nc1ccccc1 (centres undefined)	5	102	4	2	98
37	COC(CNC(=O)C(C)n1nc(C)c2ccccc21)OC (centres undefined)	0	93	4	0	97
38	Oc1c(Cl)cc(Cl)cc1C(C#Cc1ccccc1)N1CCOCC1 (centres undefined)	3	97	0	1	100
39	CC(=O)OCC1OC(n2ccc(=O)[nH]c2=O)C(O)C1O (centres undefined)	3	94	5	4	89
40	COc1ccc(CCN2C(=O)CCC2(C)C(=O)NC2CCCC2)cc1OC (centres undefined)	1	102	8	0	105

cpd	VLA-4 inh	MEX-5 binding	CR mimetic SO	MCL1-BIM inh
31	0	-0.3	113	3
32	5	-1.0	115	2
33	-1	-0.4	107	1
34	-5	1.9	91	6
35	-8	0.0	99	0
36	8	0.4	107	10
37	34	1.7	110	-1
38	5	6.7	95	-3
39	23	-0.8	106	10
40	1	-1.9	84	6

Continuation:
cpd	smiles	GLD-1 TGE inh	AGP1-GFP MLPCN	Bcl-xL primary	GRK2 inh	CIT2-GFP yeast
41	CN(Cc1ccccc1)C(=O)c1cnc2n(c1=O)CCS2	9	97	-2	0	99
42	CC(C)NC(=O)Nc1cccc(Cl)c1	5	106	0	0	103
43	Cc1ccc(-n2nc3c(c2NC(=O)c2cccs2)CS(=O)(=O)C3)cc1	3	94	4	1	91
44	COc1ccc(NC(=O)c2ocnc2C)cc1OC	-2	102	4	33	98
45	O=C(CSc1nc2ccccc2nc1N1CCCC1)Nc1ccc(Cl)cc1	1	100	-2	0	103
46	CC(=O)Nc1ccc(S(=O)(=O)Nc2ccc(Cl)nn2)cc1	8	96	21	0	97
47	O=C(N/N=C1\C(=O)c2cccc3cccc1c23)c1ccc(O)cc1	6	106	8	0	103
48	COc1cccc(CSc2ccc(S(=O)(=O)N3CCOCC3)cc2C(=O)NCC2CCCO2)c1OC (centres undefined)	4	86	7	0	97
49	CCOc1cccc(CN2CCC(CCC(=O)NC3CC3)CC2)c1O	-8	106	8	0	109
50	Cc1ccc(C2CC(c3cccs3)=NN2S(=O)(=O)c2ccc(C)cc2)cc1 (centres undefined)	-1	99	8	3	104

cpd	VLA-4 inh	MEX-5 binding	CR mimetic SO	MCL1-BIM inh
41	1	-3.8	112	-3
42	6	1.8	92	-3
43	3	-0.4	88	5
44	24	0.1	97	7
45	-12	0.1	98	0
46	9	·	93	17
47	-3	0.3	102	3
48	-12	2.6	100	7
49	-5	-1.7	101	12
50	-103	6.1	100	-10

Molecules shown so far that have a COOH group:
cpd	smiles	GLD-1 TGE inh	AGP1-GFP MLPCN	Bcl-xL primary	GRK2 inh	CIT2-GFP yeast
24	O=C(O)c1csc(Cc2ccccc2)n1	-1	105	6	1	115
26	CCc1ccc(NC(=O)CSc2nc3ccsc3c(=O)n2CCC(=O)O)cc1	-9	101	0	0	99

cpd	VLA-4 inh	MEX-5 binding	CR mimetic SO	MCL1-BIM inh
24	-6	1.0	104	2
26	3	1.4	88	-6

Taken from above:
Under CR mimetic SO, cpd 46 is listed with 93
Under CIT2-GFP yeast, cpd 47 is listed with 103
Under Bcl-xL primary, cpd 48 is listed with 7

Continuation.
cpd	smiles	GLD-1 TGE inh	AGP1-GFP MLPCN	Bcl-xL primary	GRK2 inh	CIT2-GFP yeast
51	O=C(CSc1ccc(-c2ccccn2)nn1)c1ccccc1	0	87	1	0	85
52	CCCCCC(=O)N/N=C/c1ccc([N+](=O)[O-])o1	-3	72	5	2	84
53	C[C@H](CO)N1C[C@H](C)[C@@H](CN(C)S(=O)(=O)c2cccs2)Oc2c(NS(=O)(=O)c3ccccc3)cccc2C1=O	-8	·	·	6	·
54	CCS(=O)(=O)Nc1ccc(Cc2ccc(NS(=O)(=O)CC)cc2)cc1	-7	97	8	0	108
55	C1CC2CN(c3nc4nonc4nc3N3CCSCC3)CCN2C1 (centres undefined)	11	107	17	1	94

cpd	VLA-4 inh	MEX-5 binding	CR mimetic SO	MCL1-BIM inh
51	-1	0.0	126	5
52	4	-0.3	107	3
53	-6	·	79	·
54	-1	-1.6	84	3
55	-3	-4.6	96	23
